Bioassay records (PubChem)
FLuc act counter: FLuc activators, initial screening, artefact control for FLuc-dependent activation tests, biochemical, ATPlite luminescence; ATPlite luciferase biochemical, 10 min; 0 = ATP-free wells, 1 = DMSO control; activation factor at 10 µM; 200,000 tested, under 10 active;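 active means luciferase activation factor, scaled between plate controls, of at least 2 with compound at 10 µM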
Target sequence (P08659 whole entry, looked up): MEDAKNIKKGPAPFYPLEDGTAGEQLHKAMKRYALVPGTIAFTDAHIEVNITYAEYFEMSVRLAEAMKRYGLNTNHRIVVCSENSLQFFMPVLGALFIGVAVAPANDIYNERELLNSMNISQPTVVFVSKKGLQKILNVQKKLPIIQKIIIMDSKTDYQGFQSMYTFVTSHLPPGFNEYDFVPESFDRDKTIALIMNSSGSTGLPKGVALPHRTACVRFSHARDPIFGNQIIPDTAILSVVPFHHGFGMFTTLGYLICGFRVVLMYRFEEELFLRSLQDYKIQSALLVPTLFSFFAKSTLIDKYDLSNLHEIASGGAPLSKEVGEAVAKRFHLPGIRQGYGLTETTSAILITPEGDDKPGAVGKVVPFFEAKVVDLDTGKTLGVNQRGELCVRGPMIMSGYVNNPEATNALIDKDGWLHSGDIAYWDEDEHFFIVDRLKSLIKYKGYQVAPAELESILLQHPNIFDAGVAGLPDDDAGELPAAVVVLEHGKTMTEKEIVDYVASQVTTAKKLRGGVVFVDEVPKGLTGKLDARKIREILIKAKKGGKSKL
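System: luciferase plus luciferin reagent, cell-free; medium: PBS as buffer for the ATP substrate; dosing: test compounds dosed from 2 mM stocks in 100% DMSO; timing: 10 min post-reagent at room temperature; measured by: luminescence measurement of luciferase light output; evaluation: luciferase activation, seen as luminescence increase over controls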
TNAP inh noacc: human TNAP enzyme inhibitors, primary screen, biochemical, luminescent, no phosphate acceptor, uHTS; purified TNAP, CDP-star luminescence, 30 min; inhibition, % at 20 µM; 200,000 tested, 0.26% active; AID 1012, 2008;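 active means tissue-nonspecific alkaline phosphatase inhibition above about 50% at 20 µM in the single-dose screen, limit read from the data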;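 further: 0% = DMSO negative control and 100% = EDTA positive control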
Target sequence (P05186 whole entry, looked up): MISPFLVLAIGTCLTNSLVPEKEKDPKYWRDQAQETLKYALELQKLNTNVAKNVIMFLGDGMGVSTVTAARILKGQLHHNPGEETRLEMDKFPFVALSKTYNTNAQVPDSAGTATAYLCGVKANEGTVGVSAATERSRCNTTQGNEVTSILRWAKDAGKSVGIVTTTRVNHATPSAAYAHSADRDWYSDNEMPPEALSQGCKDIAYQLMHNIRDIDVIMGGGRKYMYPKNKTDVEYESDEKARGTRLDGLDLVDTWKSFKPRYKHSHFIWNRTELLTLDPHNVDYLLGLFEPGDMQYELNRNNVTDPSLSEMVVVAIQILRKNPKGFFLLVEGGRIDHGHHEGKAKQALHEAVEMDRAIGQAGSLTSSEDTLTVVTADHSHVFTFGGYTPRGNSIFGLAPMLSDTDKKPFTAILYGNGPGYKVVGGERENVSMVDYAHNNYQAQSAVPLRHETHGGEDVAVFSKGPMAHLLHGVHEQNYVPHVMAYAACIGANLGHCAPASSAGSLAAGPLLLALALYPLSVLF
TNAP act hiacc: TNAP activators at high phosphate acceptor level, primary screen, biochemical, luminescence, uHTS; 200,000 tested, under 10 active; purified TNAP, CDP-star luminescence, 1 M DEA, 30 min; hits give high values; 0 = EDTA background, 1 = DMSO-only activity; AID 1136, 2008; activation factor at 20 µM;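 active means activation factor at least 2 at 20 µM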
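Measured by: Luminescent substrate turnover signal | Test system: Human TNAP | Input: TNAP 1/800 final | Dosing: 20 µM single point | Schedule: 30 min, room temperature | Controls: EDTA wells as negative control, DMSO wells as positive control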
TNAP inh hiacc: human TNAP enzyme inhibitors, primary screen, biochemical, luminescent, high phosphate acceptor level, uHTS | Alkaline phosphatase, tissue-nonspecific isozyme (Homo sapiens), P05186 | purified TNAP, CDP-star luminescence, 1 M DEA | inhibition, % at 20 µM | 200,000 tested, 0.03% active;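 active means over 50% inhibition of tissue-nonspecific alkaline phosphatase at 20 µM in the single-dose screen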;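 further: plate controls were DMSO wells for no effect and EDTA-quenched wells as full inhibition for full effect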
FLuc inh counter: firefly luciferase enzyme inhibitors, primary screen, artefact control for luciferase-based inhibitor screens, biochemical, luminescence, ATPLite | 10 min | inhibition, % at 10 µM | 200,000 tested, 1.5% active | AID 1006, 2008;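 active means inhibition above about 50% when tested at 10 µM, limit read from the data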
bIAP inhibitor: bovine intestinal alkaline phosphatase inhibitors, primary screen, selectivity assay for TNAP inhibitor project, biochemical, bovine IAP, CDP-star luminescence | alkaline phosphatase, intestinal [Bos taurus] | purified bovine IAP, 30 min | inhibition, % at 20 µM | 190,000 tested, under 10 active | AID 1019, 2008;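 active means over 50% inhibition of intestinal alkaline phosphatase at 20 µM in the single-dose screen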
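Incubation: 30 min reaction at room temperature / Material: purified bovine intestinal alkaline phosphatase (IAP) enzyme / Input: enzyme at 1/65,000,000 dilution / Dosing: 20 µM single dose / Signal: CDP-star luminescence signal / Reagent: CDP-star chemiluminescent phosphatase substrate, 30 µM final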
RAM network inh: inhibitors of the yeast RAM network, primary screen, dse1pr::URA3 reporter, 5-FOA selection; AID 868, 2007; S. cerevisiae dse1pr::URA3 reporter, 5-FOA growth OD615, 2 d; analog-sensitive cbk1-as2 kinase mutant strain; 190,000 tested, 1.8% active; inhibition, % at 50 µM;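 active means inhibition above a set limit, 3 SD over mean compound inhibition, cut at about 8.4% in these data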;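 further: 0% = DMSO-only wells with no growth and 100% = 10 µM 1-NA-PP1 full growth; inhibition rescues growth on 5-FOA so higher OD means more RAM inhibition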
Lmaj promast: Leishmania major promastigote growth inhibition, primary screen; Leishmania major promastigotes, resazurin fluorescence viability; inhibition, % at 10 µM; 200,000 tested, 9% active; AID 1063, 2008; in the data active means inhibition above about 50%;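 further: promastigotes grown with compound for 44 hours at 28 °C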
bIAP act: bovine intestinal alkaline phosphatase activators, primary screen, biochemical, bovine IAP, CDP-star luminescence; alkaline phosphatase, intestinal [Bos taurus]; purified bovine IAP, 30 min; hits give high values; fold of DMSO-control signal, blank-subtracted; activation factor at 20 µM; 200,000 tested, 0.17% active; AID 1016, 2008;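 active means activation factor of 2 or more at 20 µM, a signal rise over negative controls twice the positive control's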
APP transl inh: inhibitors of APP translation via 5'UTR reporter, primary screen, APP 5'UTR luciferase, SH-SY5Y cells. SH-SY5Y APP 5'UTR-luciferase reporter, luminescence. inhibition, % at 2 µM. 190,000 tested, 0.82% active. AID 1285, 2008;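 active means inhibition above a set limit, derived from the sample mean plus 3 SD, cut at about 45% in these data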; further: values of inactives mirror those of a sister screen read the other way
* marks the source's active call; other numbers are inactive results; · = not tested or not shown.

Codes – A = FLuc act counter; B = TNAP inh noacc; C = TNAP act hiacc; D = TNAP inh hiacc; E = FLuc inh counter; F = bIAP inhibitor; G = RAM network inh; H = Lmaj promast; I = bIAP act; J = APP transl inh
COc1ccc2c(c1)O[C@H](c1ccc3c(c1)OCO3)[C@@H](OC(=O)Nc1cc(OC)c(OC)c(OC)c1)C2=O
  A: 1; B: -5; C: 1; D: -1; E: 0; F: 5; G: 5.7; H: 46; I: 1; J: 9

N#CC1=C(N)Oc2ccccc2C12C(=O)Nc1n[nH]c(-c3ccccc3)c12 (stereo not given)
  A: 1; B: 11; C: 1; D: -1; E: -4; F: 0; G: 1.0; H: 10; I: 1; J: 41

O=C(COC(=O)CCSc1ccc(Cl)cc1)NCCc1ccccc1
  A: 1.1; B: -17; C: 1; D: -3; E: -5; F: 7; G: -0.4; H: -5; I: 0.9; J: -7

Cc1ccc(C)c(S(=O)(=O)N2CCN(C(C(=O)Nc3ccc(F)cc3)c3ccccc3)CC2)c1 (stereo not given)
  A: 1; B: -60; C: 1.1; D: -5; E: 0; F: -9; G: 3.2; H: 56*; I: 1.1; J: -8

CCOc1ccccc1CNC(=O)C1CCC(=O)N1C(C)C (stereo not given)
  A: 1.1; B: -5; C: 1; D: 0; E: -6; F: 4; G: -0.2; H: -3; I: 1; J: 12

Cc1c(N)cccc1-n1cccc1
  A: 1.1; B: -8; C: 1; D: -1; E: -6; F: -9; G: -0.1; H: -5; I: 1.1; J: -12

CN(C)S(=O)(=O)c1ccc(N2CCCC2)c(C(=O)Nc2ccccc2N2CCOCC2)c1
  A: 1; B: -5; C: 1; D: 1; E: -3; F: 0; G: ·; H: ·; I: 1; J: ·

CCSc1nc(=O)n(-c2ccccc2)c(C)c1C(C)=S
  A: 1; B: -9; C: 1; D: 0; E: -5; F: 10; G: 1.5; H: -1; I: 0.9; J: -14

CCOC(=O)c1cc(C)sc1/N=C/C1=C(O)CCCC1=O
  A: 1.1; B: 24; C: 1; D: -2; E: -7; F: 8; G: -0.1; H: -4; I: 0.9; J: -13

O=C(Nc1ccccc1)c1cc(-c2ccccc2Cl)no1
  A: 0.5; B: -6; C: 1; D: -1; E: 48; F: 7; G: 1.8; H: 11; I: 0.9; J: -14

c1ccc(-c2nc3ccccc3nc2N2CCOCC2)cc1
  A: 1; B: -2; C: 1; D: 4; E: -2; F: 0; G: 1.3; H: -2; I: 1; J: -3

O=[n+]1cc(-c2ccc(Br)cc2)n([O-])c2c1CCC2
  A: 1; B: -4; C: 1; D: 4; E: 2; F: 10; G: 1.0; H: -7; I: 0.9; J: 10

COc1cc(-c2nnc(SC(C)C(=O)Nc3c(C)n(C)n(-c4ccccc4)c3=O)o2)cc(OC)c1OC (stereo not given)
  A: 1.1; B: -6; C: 1.1; D: -6; E: -13; F: -18; G: 2.0; H: -3; I: 1.2; J: 19

CCOC(=O)Cc1sc(N)nc1C
  A: 1; B: 0; C: 0.9; D: 7; E: 1; F: -24; G: 0.6; H: -3; I: 1.2; J: 7

CCCCN=C1NN=C(c2cc3ccccc3o2)CS1
  A: 1; B: -2; C: 0.9; D: 7; E: 3; F: 9; G: 1.4; H: 8; I: 0.9; J: -2

COc1ccc(C(c2c(NC(C)=O)sc3c2CCCC3)N2CCN(CCO)CC2)cc1OC (stereo not given)
  A: 1; B: -4; C: 1; D: -3; E: -2; F: -19; G: 3.9; H: 25; I: 1.2; J: -57

Cc1cc(C)c(NC(=O)NC(=O)c2cccc(F)c2)c(C)n1
  A: 1; B: -11; C: 1.1; D: -7; E: 0; F: 9; G: 1.5; H: -6; I: 0.9; J: -8

Cc1ccc(-c2nn(-c3ccccc3)cc2/C=C/C(=O)OCC(=O)NC2CC2)o1
  A: 1; B: -14; C: 1; D: -2; E: -1; F: -4; G: 2.8; H: 2; I: 1; J: 18

CCOC(=O)c1c(NC(=S)Nc2ccccc2)sc(C)c1C
  A: 0.9; B: -3; C: 1; D: 3; E: 5; F: 4; G: 9.6*; H: -2; I: 1; J: 19

Cn1c(=O)[nH]c(=O)c2c1nc(Br)n2C/C=N/Nc1ccccc1
  A: 1; B: -7; C: 1; D: -3; E: 0; F: -2; G: -0.8; H: 65*; I: 1; J: 1

CC(Cc1c[nH]c2ccccc12)C(=O)O (stereo not given)
  A: 1.1; B: -12; C: 1; D: -1; E: -11; F: -10; G: 0.6; H: -4; I: 1.1; J: 4

c1nc(NCCN2CCOCC2)c2c3c(sc2n1)CCCCC3
  A: 1.1; B: -3; C: 1; D: -5; E: -7; F: -1; G: -0.6; H: 34; I: 1; J: -2

O=C(N/N=C/c1ccc([N+](=O)[O-])o1)C1CC1
  A: 1.1; B: -13; C: 1; D: 0; E: -6; F: -3; G: 0.4; H: 100*; I: 1; J: 3

COc1ccc(C(=O)Oc2coc(CSc3nnc(NC(=O)c4cccs4)s3)cc2=O)cc1
  A: 1; B: -7; C: 1; D: -1; E: 0; F: -78; G: 5.2; H: 2; I: 1.8; J: -8

CCc1ccc(CNC(=O)CCc2nc(-c3cccs3)no2)cc1
  A: 1; B: -12; C: 1; D: -5; E: -4; F: 15; G: 2.3; H: -4; I: 0.9; J: 3

CC(O)CN=c1cc(-c2ccccc2)oc2ccc(Cl)cc12 (stereo not given)
  A: 1; B: -8; C: 1; D: -3; E: 3; F: 5; G: 2.4; H: 34; I: 1; J: -64

COc1ccc(Nc2nc(-c3ccc(OC)cc3)cs2)cc1
  A: 0.9; B: 3; C: 1; D: -1; E: 13; F: -13; G: 2.0; H: 0; I: 1.1; J: -137

S=c1nc[nH]c2c1sc1nc(N3CCOCC3)c3c(c12)CCCC3
  A: 1; B: -12; C: 1; D: 0; E: -2; F: 2; G: 5.0; H: 14; I: 1; J: -4

COc1ccc(S(=O)(=O)N2CCCC(C(=O)NCCC3=CCCCC3)C2)cc1 (stereo not given)
  A: 1.1; B: -15; C: 1; D: -5; E: -11; F: 2; G: 4.7; H: -4; I: 1; J: -13

COC(=O)c1cccc(Cn2cc([N+](=O)[O-])cn2)c1
  A: 1; B: -7; C: 1; D: 0; E: -3; F: -5; G: -0.4; H: -7; I: 1; J: -5

Nc1ccc(Oc2ccc([N+](=O)[O-])cc2[N+](=O)[O-])cc1
  A: 1; B: -11; C: 1; D: -3; E: -1; F: 2; G: 0.7; H: 56*; I: 1; J: 3

C=CC(=O)NC(NC(=O)C=C)c1ccc(Br)cc1
  A: 1; B: -7; C: 1; D: 1; E: -2; F: -4; G: 0.1; H: -4; I: 1; J: 1

CSc1nc(C)cc(SCC(=O)Nc2ccc(Cl)cc2Cl)n1
  A: 1; B: -5; C: 1; D: 3; E: -3; F: -7; G: 2.5; H: 3; I: 1.1; J: 9

COC(=O)C1(C(=O)OC)NOC2C(=O)N(c3ccc(Cl)cc3Cl)C(=O)C21 (stereo not given)
  A: 1; B: -4; C: 1; D: 2; E: -1; F: 9; G: 1.6; H: -11; I: 0.9; J: -10

CC1(C)CC(=O)C2=C(C1)Nc1ccccc1N=C2
  A: 1; B: 12; C: 1; D: 2; E: -2; F: 5; G: -0.3; H: 22; I: 0.9; J: -112

CCCNC(=O)CSC1=N/C(=C/c2ccc(F)cc2)C(=O)N1CC
  A: 1.1; B: -1; C: 1; D: -4; E: -5; F: 4; G: 0.3; H: -4; I: 1; J: 0

CC(=O)/C(N)=N/Nc1cccc(Cl)c1
  A: 1; B: -33; C: 1.1; D: -6; E: -3; F: 29; G: 0.1; H: 17; I: 0.7; J: 2

COC(=O)C1CCN(C(=O)CCC2CCCCC2)CC1
  A: 1.1; B: 1; C: 1; D: -2; E: -8; F: 6; G: 1.2; H: -7; I: 0.9; J: ·

Cc1nn2c3ccccc3nc2c2ccccc12
  A: 0.9; B: -17; C: 1.1; D: -7; E: 11; F: 4; G: 0.7; H: 7; I: 1; J: 6

COc1ccc(NC(=O)CCCSc2nc(-c3ccco3)cc(C(F)(F)F)n2)cc1OC
  A: 1; B: 4; C: 0.9; D: 9; E: -2; F: 4; G: 1.5; H: 25; I: 1; J: 4

CCOC(=O)c1c(C)nc2sc3c(=O)n(-c4ccc(C(C)=O)cc4)cnc3c2c1-c1ccc(Cl)cc1
  A: 1.1; B: -7; C: 0.9; D: 6; E: -7; F: 2; G: 0.4; H: 49; I: 1; J: 0

O=C(NC1CCCCC1)N1CCN(C(c2ccccc2)c2ccccc2)CC1
  A: 1; B: -12; C: 1; D: -2; E: -2; F: -3; G: 0.5; H: 38; I: 1; J: 14

COc1ccc(CN(C(=O)CSc2nnc(-c3ccc(OC)c(OC)c3)o2)c2ccc(F)cc2)cc1
  A: 1.1; B: -6; C: 1; D: -4; E: -5; F: 6; G: 5.4; H: 45; I: 0.9; J: -6

Cc1cccc(NC(=O)c2c(C)nc3ccccn23)c1
  A: 1; B: -4; C: 1; D: 1; E: 5; F: 5; G: 0.2; H: -8; I: 1; J: -31

COC(=O)c1cc(OC)c(OC)cc1NC(=S)N1CCN(c2ccccc2)CC1
  A: 1.1; B: -11; C: 1; D: -2; E: -10; F: 5; G: 2.2; H: 28; I: 1; J: 8

Six compounds out of the list above, sorted by the number in TNAP inh noacc, rising.
compound | TNAP inh noacc | TNAP act hiacc | TNAP inh hiacc | bIAP inhibitor | RAM network inh | bIAP act | APP transl inh
C=CC(=O)NC(NC(=O)C=C)c1ccc(Br)cc1 | -7 | 1 | 1 | -4 | 0.1 | 1 | 1
O=C(Nc1ccccc1)c1cc(-c2ccccc2Cl)no1 | -6 | 1 | -1 | 7 | 1.8 | 0.9 | -14
COC(=O)C1(C(=O)OC)NOC2C(=O)N(c3ccc(Cl)cc3Cl)C(=O)C21 (stereo not given) | -4 | 1 | 2 | 9 | 1.6 | 0.9 | -10
c1nc(NCCN2CCOCC2)c2c3c(sc2n1)CCCCC3 | -3 | 1 | -5 | -1 | -0.6 | 1 | -2
CCOC(=O)Cc1sc(N)nc1C | 0 | 0.9 | 7 | -24 | 0.6 | 1.2 | 7
COC(=O)C1CCN(C(=O)CCC2CCCCC2)CC1 | 1 | 1 | -2 | 6 | 1.2 | 0.9 | ·

Four compounds from above, limited to FLuc act counter and TNAP act hiacc:
| SMILES | FLuc act counter | TNAP act hiacc |
| --- | --- | --- |
| O=C(COC(=O)CCSc1ccc(Cl)cc1)NCCc1ccccc1 | 1.1 | 1 |
| Cc1ccc(C)c(S(=O)(=O)N2CCN(C(C(=O)Nc3ccc(F)cc3)c3ccccc3)CC2)c1 (stereo not given) | 1 | 1.1 |
| CCOc1ccccc1CNC(=O)C1CCC(=O)N1C(C)C (stereo not given) | 1.1 | 1 |
| Cc1c(N)cccc1-n1cccc1 | 1.1 | 1 |
